# Screening results (PubChem BioAssay)
# Neddylation inh: blocks human cullin neddylation. calls only at 25 µM. 360,000 compounds, 0.58% hits. P61081+Q13564. AID 651699. TR-FRET cullin neddylation, biochemical; in the data active = inhibition above about 36%
# FAS-TE inh: blocks the thioesterase domain of human fatty acid synthase; recombinant FAS-TE, OMFH fluorogenic substrate, fluorescence endpoint; inhibition, % at 15 µM; P49327; 360,000 compounds, 0.67% hits;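 active = compounds whose normalised, plate-corrected inhibition of enzyme fluorescence in the single-dose primary screen is 50% or more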;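 also: 0% = DMSO with enzyme and 100% = substrate without enzyme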
# CSN deneddyl inh: inhibitors of human CSN-mediated cullin deneddylation | Q92905 | Purified CSN, SCF-Nedd8-OG deneddylation, fluorescence polarization | inhibition, % at 12.5 µM | 360,000 compounds, 0.38% hits;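 active = pattern-corrected inhibition above about 35%, with an unprinted fluorescence ratio check between 0.5 and 1.5, limit read from the data, passing the limit was not always enough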;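 also: 0% = enzyme with substrate and 100% = substrate without enzyme; some results filed as inactive read as strong as hits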
# Target sequence (Q92905 whole entry, looked up, one chain of several): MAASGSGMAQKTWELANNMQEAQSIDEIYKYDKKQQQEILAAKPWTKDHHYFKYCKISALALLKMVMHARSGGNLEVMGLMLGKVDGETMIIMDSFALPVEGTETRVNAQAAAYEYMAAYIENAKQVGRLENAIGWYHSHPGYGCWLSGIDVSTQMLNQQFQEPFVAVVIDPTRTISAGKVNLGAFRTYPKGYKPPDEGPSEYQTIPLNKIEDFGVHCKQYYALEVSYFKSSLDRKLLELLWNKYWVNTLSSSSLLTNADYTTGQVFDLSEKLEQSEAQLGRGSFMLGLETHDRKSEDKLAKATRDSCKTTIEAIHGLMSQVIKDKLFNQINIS
#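 test system = HEK293T-derived human Csn5 enzyme | amount = 0.24 nM Csn5 enzyme, final concentration | medium = Tris/NaCl/DTT buffer, pH 7.5 | schedule = 90 min reaction at room temperature | signal = FP | evaluation = inhibition of Csn5 cleavage, % | compound dosing = single dose of 12.5 µM compound with 0.25% DMSO | probe or stimulus = 10 nM SCFSkp2-Nedd8OG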
# PABP1 MLLE inh: blocks PAM2 peptide binding to the PABP1 MLLE domain | P11940 | GST-MLLE / FITC-PAM2 fluorescence polarization | inhibition, % at 20 µM | AID 588489 | 360,000 compounds, 0.36% hits; in the data active = inhibition above about 35%, passing the limit was not always enough;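 also: plate controls were DMSO wells with GST-MLLE for no effect and wells lacking GST-MLLE protein for full effect; some results filed as inactive read as strong as hits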
# NadD inh: blocks S. aureus nicotinate mononucleotide adenylyltransferase. purified NadD enzyme, colorimetric absorbance read-out. 360,000 compounds, 0.78% hits. inhibition, % at 20 µM; in the data active = inhibition above about 26%; also: some compounds past the cut are filed as inactive
# MT1-MMP act inh: MT1-MMP (human) activation inhibition. GFP/RFP ratio change, % at 20 µM. AID 651647. P50281. HT1080 RFP-PRO-GFP cells, GFP/RFP ratio fluorescence, overnight; percent of plate control window, DMSO zero. 360,000 compounds, 0.061% hits;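 active = GFP/RFP ratio change of at least 30% with cell ATP level not reduced by more than half and red fluorescence within 50% of control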; also: strong numbers were not always called active
#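 Assay system: RFP-PRO-GFP reporter HT1080 cells; read-out basis: GFP/RFP fluorescence ratio; benchmarks: DMSO wells and RFP-L50D-GFP cells; doses: 20 µM single dose, 1% DMSO; schedule: overnight cell settling, then overnight compound exposure, 37 °C, 5% CO2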
# Rpn11 block: blocks the human proteasome subunit Rpn11. O00487. human 26S proteasome, Ub4-pepOG fluorescence polarization; 20S core pre-blocked with epoxomicin. calls only at 20 µM. 360,000 compounds, 0.59% hits. AID 588493;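 active = inhibition at 20 µM, scaled to each plate's controls, above about 33%, limit read from the data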
# Target sequence (O00487 whole entry, looked up): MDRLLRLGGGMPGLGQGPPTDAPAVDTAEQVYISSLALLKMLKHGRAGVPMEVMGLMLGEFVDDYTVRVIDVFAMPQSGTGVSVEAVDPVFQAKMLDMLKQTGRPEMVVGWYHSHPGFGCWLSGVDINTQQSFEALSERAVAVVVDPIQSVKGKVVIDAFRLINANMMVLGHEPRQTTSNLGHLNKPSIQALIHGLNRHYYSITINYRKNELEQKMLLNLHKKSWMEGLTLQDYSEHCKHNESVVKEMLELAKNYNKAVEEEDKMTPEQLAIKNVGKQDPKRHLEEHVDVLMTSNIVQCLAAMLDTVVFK
# SKN-1 inh: C. elegans SKN-1 inhibition; C. elegans VP596 Pgst-4::GFP/RFP ratio, acrylamide-induced, 24 h; inhibition, % at 21.8 µM; 360,000 compounds, 0.49% hits; AID 624304;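 active = interference check ratio from 0.5 to 1.5 plus GFP to RFP signal ratio inhibition reaching or exceeding a fixed threshold, cut at about 30% in these data, passing the limit was not always enough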; also: some compounds called inactive have numbers as strong as hits
# Rin1-Abl PPI inh: inhibitors of human Rin1-Abl protein interaction | P00519+Q13671 | TR-FRET Rin1/Abl binding, biochemical | inhibition, % at 7.35 µM | 360,000 compounds, 0.4% hits | AID 588664; in the data active = inhibition above about 5%, passing the limit was not always enough
# Active calls of the source: *; i = inactive; x = not tested or not shown; + = active, no number; & = joins results of further samples.
SMILES,Neddylation inh,FAS-TE inh,CSN deneddyl inh,PABP1 MLLE inh,NadD inh,MT1-MMP act inh,Rpn11 block,SKN-1 inh,Rin1-Abl PPI inh
C[C@H]1CN([C@@H](C)CO)C(=O)CCCn2nncc2CO[C@H]1CN(C)C(=O)c1ccc(N2CCN(C)CC2)cc1,i,-6.3,-0.9,2.2,-4.4,-1.0,i,-8.6,3.0
COc1ccc([N+](=O)[O-])cc1NC(=O)COC(=O)C=C(C)C,i,30.0,-2.2,-1.0,-2.8,0.0,i,2.9,1.6
O=S(=O)(c1ccc2ccccc2c1)N1C=CC(C(F)(F)F)=NCC1,i,4.1,3.3,-8.1,-1.8,0.5,i,15.7,-2.0
CCC(C(=O)NCCCN1CCOCC1)n1c2ccccc2c2nc(=O)cc(C)n21 (stereo not drawn),i,-6.6,3.4,11.6,-1.0,-1.5,i,14.9,-2.4
COC(=O)c1nc(-c2ccc(C)cc2)[nH]c1C(C)(C)C,i,2.3,-0.5,13.0,1.7,-0.8,i,-9.9,3.0
Nc1ncccc1OCc1ccc(Cl)c(Cl)c1,i,6.3,-1.5,6.7,-1.1,4.5,i,3.9,-0.1
CCOCCCn1c(=N)c(S(=O)(=O)c2ccccc2)cc2c(=O)n3cc(C)ccc3nc21,x,14.4,5.0,-2.8,2.3,6.2,i,4.2,-1.2
CCCCOC(=O)C1C2CCC(O2)C1C(=O)OCC (stereo not drawn),i,-9.2,-0.8,0.3,-1.4,8.8,i,7.9,1.7
Cc1c(NS(=O)(=O)c2cccc(C(=O)OCC(=O)c3ccc(Cl)cc3)c2)c(=O)n(-c2ccccc2)n1C,i,19.2,5.4,-2.2,21.4,0.4,i,-8.4,2.3
COc1ccc(CCN2C(=O)C3CC=C(C)CC3C2=O)cc1OC (stereo not drawn),i,0.9,3.0,11.2,3.6,-2.7,i,-3.4,-2.4
Cc1ccc(C)c(Cn2c(=O)n(CCCC(=O)NCc3ccco3)c(=O)c3ccccc32)c1,i,-5.6,1.9,19.3,-6.3,-1.6,i,-10.9,1.9
O=C(Nc1cccc(F)c1)C1CCN(c2nnnn2-c2ccccc2)CC1,i,0.4,2.7,-2.1,-6.4,2.5,i,-27.6,0.1
CCc1cc(C(=O)OC)c(NC(=O)C2CC(=O)NN2Cc2ccccc2)s1 (stereo not drawn),i,11.2,-0.9,-1.6,-6.8,-5.7,i,1.3,-0.8
Cn1c(C(=O)N2CCCCCC2)cc2c(=O)n(C)c3ccccc3c21,i,1.1,-3.0,7.7,0.1,6.0,i,7.1,0.8
Cc1ccccc1NS(=O)(=O)c1cccc(-c2nnc(-c3ccccc3)o2)c1,i,7.9,4.4,-6.3,-1.5,2.0,i,18.0,-1.1
CCn1cc(C(=O)N2CCCC(CO)(Cc3ccccc3C)C2)cn1 (stereo not drawn),i,-4.6,3.0,8.5,0.4,3.1,i,-23.1,1.5
CCN1CCN(CC(=O)n2c3c(c4ccccc42)CC(C)CC3)CC1 (stereo not drawn),i,-9.3,-1.9,2.8,-2.2,0.1,i,18.7,-3.2
COc1ccc(C#Cc2c(-c3ccsc3)oc3ccc(N4CCOCC4)cc23)cc1,x,36.6,-0.9,-8.5,21.0,7.7,i,5.7,-0.2
Cc1ccc(Cl)cc1NC(=O)C1CC(=O)N(C(C)C)C1 (stereo not drawn),i,-4.9,-0.9,-8.5,-3.4,-0.6,i,5.8,0.4
O=C(O)CN(c1ccccn1)S(=O)(=O)c1ccccc1,+,-2.7,-0.5,1.9,1.6,-2.0,i,-4.5,-3.2
O=C(/C=C/c1ccc(OC(F)F)cc1)OCC(=O)N1CCC(c2ccccc2)=N1,i,28.8,1.2,1.7,-7.9,-0.6,i,-2.1,0.7
c1ccc(Cc2nc3ccccc3n2Cc2ccccc2)cc1,i,10.2,4.6,0.4,4.0,-2.5,i,7.7,3.4
COc1cc(-c2cc(NC=O)c3ncc(-c4ccc(F)cc4)n3c2)cc(OC)c1OC,i,12.8,4.7,-14.0,-3.0,-1.0,i,21.6,4.3
NC(=O)C(c1ccc(Cl)cc1)c1ccc(Sc2ccccc2)nn1 (stereo not drawn),i,-3.2,2.5,5.9,-3.5,11.1,i,5.3,0.8
CCOc1cc(NC(=O)C2CC2)c(OCC)cc1NC(=O)c1cccc(F)c1,x,-4.5,5.5,1.4,-16.6,0.7,i,9.6,0.7
Cn1c(=O)cc(OCCCC(=O)NCc2ccc3c(c2)OCO3)c2ccccc21,i,5.3,-1.0,-4.5,-3.5,4.8,i,-2.0,-3.7
CCn1c(SCC(=O)Nc2cccc(C(C)=O)c2)nnc1C(C)C,i,-5.0,1.7,16.1,3.6,3.3,i,-6.2,-4.0
OCCN1CCN(Cc2cccc(Oc3ccc(Cl)cc3)c2)CC1,i,-6.0,-1.7,-1.7,-8.8,5.5,i,-3.0,-4.9
COc1ccnc(Oc2cccc(C(F)(F)F)c2)c1C(=O)N/C=N/OCc1ccccc1F,i,27.0,0.3,-2.7,-2.8,-1.6,i,13.1,-1.6
COc1ccc(C(c2nnnn2Cc2ccc(F)cc2)N2CCN(c3ccccc3)CC2)cc1 (stereo not drawn),i,21.8,4.9,-1.1,-2.0,-10.1,i,-2.7,-2.4
COC(=O)Nc1ccc(S(=O)(=O)N(C)CC(F)(F)C(F)F)cc1,i,-3.1,-3.1,5.2,6.4,2.2,i,14.1,3.4
O=C(c1cccc(S(=O)(=O)N2CCOCC2)c1)N1CCN(c2ncccn2)CC1,i,-4.6,0.9,-8.0,-0.3,1.8,i,2.3,-2.1
CC(=O)N(c1ccc2oc(=O)sc2c1)S(=O)(=O)c1cccc2cccnc12,i,4.3,2.6,26.0,-2.1,6.2,+,3.6,5.0
COC(=O)C1=C(C)NC(C)=C([N+](=O)[O-])C1c1ccccc1C(F)(F)F (stereo not drawn),i,28.4&27.9,0.5&0.0,16.9&-7.1,-6.3&-0.9,0.7&5.1,i,-5.1&4.2,-4.5&2.0
O=[N+]([O-])c1ccc(NC2CCCC2)cc1,i,2.9,-0.1,3.1,1.3,1.7,i,14.1,0.2
CCN(CC(=O)Nc1c(F)cccc1F)C(=O)c1ccc(C)c(S(=O)(=O)N2CCCCC2)c1,i,-3.8,3.4,1.5,1.3,-0.9,i,14.3,-1.5
CC(C)N=C(NC#N)SCc1ccccc1F,i,-5.6,-2.7,-7.4,-1.4,-2.0,i,5.9,2.2
CCN(CC(=O)N(CC(C)C)c1c(N)n(CC(C)C)c(=O)[nH]c1=O)Cc1nc2ccccc2c(=O)[nH]1,i,-4.3,2.9,-3.5,-4.4,-3.8,i,10.8,-1.9
COc1cc2cc(CN(CCCO)S(=O)(=O)c3ccccc3)c(=O)[nH]c2cc1OC,x,-6.8,-6.3,12.6,-2.5,4.7,i,-5.7,4.5
Cc1ccccc1C(=O)c1cccn1CC(=O)N1CCCCCC1,i,-6.7,4.7,-2.9,2.5,1.8,i,5.4,-1.4
CCCCN(CCCC)CCC(O)c1cc2c(Cl)cc(Cl)cc2c2cc(C(F)(F)F)ccc12 (stereo not drawn),i,-10.4,-2.3,2.3,3.8,-9.6,i,1.0,-5.4
O=C(NCCc1nnc2ccccn12)c1cccs1,i,-5.6,0.5,-15.5,0.2,1.3,i,-0.5,2.5
COc1ccc(Nc2nc(N)nc(C(F)(F)F)n2)c(OC)c1,i,-1.5,4.6,-2.9,3.3,-5.8,i,-16.1,-2.9
Cn1cc(C2N3CC4(C)CN2CC(C)(C3)C4=O)c2ccccc21 (stereo not drawn),i,-2.8,1.1,10.0,4.3,11.1,i,-14.4,-2.2
Cc1ccc(OCC(=O)NC(=S)Nc2cccc(NC(=O)c3ccccc3)c2)cc1,i,-1.8,-1.8,37.8*,-0.9,7.9,i,-2.4,-0.1
CCOc1ncccc1C(=O)OCC(=O)Nc1nnc(-c2ccccc2)o1,i,-6.9,-0.8,-35.3,10.0,2.0,i,10.2,1.4
CCc1cccc(CC)c1NC(=O)COC(=O)C1(C)CC1(Cl)Cl (stereo not drawn),i,-3.8,-5.9,0.7,4.1,0.1,i,-13.9,0.6
C=COc1ccc(N2C(=O)c3ccccc3OC2C)cc1 (stereo not drawn),i,-1.2,0.1,-17.1,-6.5,1.8,i,5.3,-0.8
CCc1ccc(NC(=O)C(C)OC(=O)Cn2[nH]c(=O)c3ccccc3c2=O)cc1 (stereo not drawn),i,-2.3,-0.8,-13.9,-9.8,-2.4,i,-7.6,0.9
O=C(CCCCCN1C(=O)CCC1=O)NCc1ccccc1,i,-1.0,2.4,4.6,-3.2,3.2,i,-4.1,2.4
CCc1nc2ccc(C(=O)NCCCN3CCCC3=O)cn2c1N(C=O)CC,i,-5.8,-2.6,-6.0,-1.0,-2.3,i,19.2,-3.8
Cc1cccc2c1nc(-c1ccccc1)n1nnnc21,i,9.2,-7.3,-8.9,-6.7,-1.7,i,-20.9,4.0
O=S(=O)(/N=C(\c1ccc(F)cc1)N1CCOCC1)c1ccccc1,i,-4.8,0.5,5.0,-0.9,-2.7,i,0.3,-4.0
Cc1sc(N2CCN(S(=O)(=O)c3ccc4c(c3)NC(=O)CO4)CC2)nc1-c1ccccc1,i,70.5*,-0.6,-6.7,26.9,4.1,i,5.5,-0.5

# Eight entries already listed, sorted by SMILES length, high to low.
SMILES,Neddylation inh,FAS-TE inh,CSN deneddyl inh,PABP1 MLLE inh,NadD inh,MT1-MMP act inh,Rpn11 block,SKN-1 inh,Rin1-Abl PPI inh
CCCCN(CCCC)CCC(O)c1cc2c(Cl)cc(Cl)cc2c2cc(C(F)(F)F)ccc12 (stereo not drawn),i,-10.4,-2.3,2.3,3.8,-9.6,i,1.0,-5.4
CCc1ccc(NC(=O)C(C)OC(=O)Cn2[nH]c(=O)c3ccccc3c2=O)cc1 (stereo not drawn),i,-2.3,-0.8,-13.9,-9.8,-2.4,i,-7.6,0.9
Cc1ccc(OCC(=O)NC(=S)Nc2cccc(NC(=O)c3ccccc3)c2)cc1,i,-1.8,-1.8,37.8*,-0.9,7.9,i,-2.4,-0.1
CCc1nc2ccc(C(=O)NCCCN3CCCC3=O)cn2c1N(C=O)CC,i,-5.8,-2.6,-6.0,-1.0,-2.3,i,19.2,-3.8
COc1ccc(Nc2nc(N)nc(C(F)(F)F)n2)c(OC)c1,i,-1.5,4.6,-2.9,3.3,-5.8,i,-16.1,-2.9
O=C(CCCCCN1C(=O)CCC1=O)NCc1ccccc1,i,-1.0,2.4,4.6,-3.2,3.2,i,-4.1,2.4
Cc1cccc2c1nc(-c1ccccc1)n1nnnc21,i,9.2,-7.3,-8.9,-6.7,-1.7,i,-20.9,4.0
O=C(NCCc1nnc2ccccn12)c1cccs1,i,-5.6,0.5,-15.5,0.2,1.3,i,-0.5,2.5
